A-T KAP1 phos – potential ataxia-telangiectasia treatment; 320,000 tested, 0.19% active; Potency, µM (doses to about 57.5 µM), inactives show at the highest dose activation, usual class: activators; […] A-T fibroblasts, KAP-1 phosphorylation AlphaLISA; neocarzinostatin DNA damage 30 min before lysis; AID 485349; further: potency means the concentration at half of the fitted maximal effect; % of control where 0% means no effect; nearly all actives have a fitted effect of over 45% in size
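ATM-like activity read as KAP-1 phosphorylation via AlphaLISA donor/acceptor antibody pairs after lysis and 6 hr at 25C. Cells were ATM-null patient fibroblasts ([…], hTERT), dosed 60 min, then exposed to the DSB inducer NCS for 30 min.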
MLL CXXC-DNA inh – MLL CXXC-DNA interaction inhibition. Q03164. MLL-CXXC / FITC-HOXA9 DNA fluorescence polarization. Potency, µM (top dose mostly 115 µM), for inactives: at the highest dose activity change, negative = inhibition, hits mostly inhibitors. 290,000 tested, 0.037% active. AID 2662; active means well fitted inhibition curve with a large enough effect in the polarisation, with a control signal flat, not every such curve was filed as active; inconclusive means small, poorly fitted or top-dose-only effect, or effect the other way, or a change in a side signal; inactive means no such curve, though single readings can be large or run the other way; the % refers to the polarisation; further: potency means the concentration at half of the fitted maximal effect
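Steps: dispense CXXC domain solution (7 uM) → pin compounds or unlabeled HOX-A9 DNA control → 5 min ambient → add FLSN-HOX-A9 solution (50 nM) → spin → 30 min ambient → fluorescence polarization. Tris pH 7.5/NaCl/DTT/BSA buffer.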
Tb PFK block – blocks T. brucei phosphofructokinase; 330,000 tested, 0.17% active; AID 485367; T. brucei PFK, ADP-Glo luminescence; Potency, µM (doses to about 57.5 µM), without a hit: at the highest dose activity, negative = inhibition, most hits filed as inhibitors;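 further: potency means the concentration at half of the fitted maximal effect; 0% = uninhibited 1x PFK enzyme wells and -100% = no-enzyme wells; nearly all actives have a fitted effect of over 60% in size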
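ADP-Glo luminescence quantified ADP after 45 min at room temperature, with 1.25 nM T. brucei PFK, 0.1 mM ATP and 0.5 mM fructose-6-phosphate in pH 8.0 TEA buffer. qHTS titrations up to 57 µM; curves classified by quality.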
TCR activator – activators of T cell receptors | 330,000 tested, under 10 active | primary human leukocytes, anti-CD3, IL-2 HTRF, 48 h | Potency, µM (highest dose often 9.22 µM), for inactives: top-dose activation of IL-2 secretion, usual class: activators; further: % of control where 0% means no effect
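Activity was scored as IL-2 release from primary human leukocytes given only a TCR signal (a-CD3 beads) plus compound for 48 hr. Detection used a two-antibody HTRF format read at 665nm.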
BCR signal inh – blocks chronic active B-cell receptor signaling; Potency, µM (highest dose often 46.1 µM), without a hit: top-dose ratio change, negative = lower green/red ratio, most hits filed as inhibitors; 340,000 tested, 0.05% active; ABC-DLBCL IkBa-CBG/CBR reporter, luminescence ratio, 4 h; active means well fitted inhibition curve with a large enough effect in the signal ratio, with a control signal flat, not every such curve was filed as active; inconclusive means small, poorly fitted or top-dose-only effect, or effect the other way, or a change in a side signal; the % refers to the signal ratio;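 further: potency means the concentration at half of the fitted maximal effect; plate controls were basal doxycycline-induced cells for no effect and cells given 10 µM MG132 for full effect; MG132 reads +100%, hits lower the ratio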
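TMD8 human ABC-DLBCL cells with doxycycline-inducible IκBα–green luciferase fusion and unfused red luciferase, in 0.5% FBS medium; compounds up to 46 uM, 4 h at 37C. Green/red luminescence ratio, filter-overlap corrected, fitted to concentration-response curves.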
GALK inh – inhibitors of human galactokinase. P51570. Purified GALK, Kinase-Glo residual ATP luminescence. Potency, µM (titrated, usually from 57.5 µM), without a hit: at the top dose activity change, negative = inhibition, actives largely listed as inhibitors. 270,000 tested, 0.007% active; further: potency means the concentration at half of the fitted maximal effect; on the % scale 0 is the no-effect control and ±100 the full control effect
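Human GALK (5 nM) with 35 uM ATP and 100 uM galactose in 20 mM HEPES pH 8.0, 5 mM MgCl2, 60 mM NaCl, 1 mM DTT, 0.01% BSA. After 1 h at room temperature, leftover ATP was read by Kinase-Glo Plus luminescence.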
Giardia killer – Giardia lamblia killing | 340,000 tested, 0.15% active | Giardia lamblia trophozoite viability | activity change, % at 7.66 µM, hits read low; in the data active means activity change below about -80%; inconclusive means between about -30% and that limit;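 further: parasites exposed to compound for two days anaerobically before the ATP read; on the % scale 0 is the no-effect control and ±100 the full control effect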
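Each well holds 100 Giardia trophozoites and compound. After two days (48 hrs) at 37 deg C in anaerobic conditions, ATP is quantified by luminescence.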
FBPA coupling cs – inhibits coupling enzyme system, counter-screen for aldolase hits. 290,000 tested, 0.67% active. activity change, negative = inhibition, % at 58.2 µM, hits read low. coupling enzyme system counterscreen, AmpLite Red fluorescence; in the data active means activity change below about -30%; further: on the % scale 0 is the no-effect control and ±100 the full control effect
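Counterscreen of the coupled detection system alone, without aldolase: glyceraldehyde-3-phosphate coupling enzymes plus AmpLite Red readout. Compounds at 57.5 uM final, 10 min RT preincubation, 20 min RT reaction, fluorescence 525/598 nm.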
TSHR antag – blocks TSH signaling through the human TSH receptor; TSHR-expressing cells, TSH-stimulated cAMP HTRF, 2 h; stronger effect = lower value; 330,000 tested, 0.2% active; activity change, negative = inhibition, % at 11.5 µM; P16473;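 active means activity change below a set negative limit, meaning inhibition stronger than a set level, cut at about -70% in these data; inconclusive means activity change between two set negative limits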; further: on the % scale 0 is the no-effect control and ±100 the full control effect
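Read-out is FRET at 665 nm (cryptate excitation 337 nm) from a cryptate-tagged anti-cAMP antibody, competed by cell cAMP against cAMP-d2. Compounds are tested on freshly harvested TSHR cells challenged with 4nM TSH (EC80) for 2 hours at 37 deg C.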
KCNH2 WT inh – blocks the wildtype human KCNH2 potassium channel. Q12809. U2OS, BacMam KCNH2, thallium flux FluxOr; stronger effect = lower value. activity change, % at 1.84 µM. 340,000 tested, 0.37% active;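 active means maximum activity change below -70%; inconclusive means maximum activity change between -70% and -50%; inactive means maximum activity change above -50%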; further: on the % scale 0 is the no-effect control and ±100 the full control effect
Target sequence (Q12809 whole entry, looked up): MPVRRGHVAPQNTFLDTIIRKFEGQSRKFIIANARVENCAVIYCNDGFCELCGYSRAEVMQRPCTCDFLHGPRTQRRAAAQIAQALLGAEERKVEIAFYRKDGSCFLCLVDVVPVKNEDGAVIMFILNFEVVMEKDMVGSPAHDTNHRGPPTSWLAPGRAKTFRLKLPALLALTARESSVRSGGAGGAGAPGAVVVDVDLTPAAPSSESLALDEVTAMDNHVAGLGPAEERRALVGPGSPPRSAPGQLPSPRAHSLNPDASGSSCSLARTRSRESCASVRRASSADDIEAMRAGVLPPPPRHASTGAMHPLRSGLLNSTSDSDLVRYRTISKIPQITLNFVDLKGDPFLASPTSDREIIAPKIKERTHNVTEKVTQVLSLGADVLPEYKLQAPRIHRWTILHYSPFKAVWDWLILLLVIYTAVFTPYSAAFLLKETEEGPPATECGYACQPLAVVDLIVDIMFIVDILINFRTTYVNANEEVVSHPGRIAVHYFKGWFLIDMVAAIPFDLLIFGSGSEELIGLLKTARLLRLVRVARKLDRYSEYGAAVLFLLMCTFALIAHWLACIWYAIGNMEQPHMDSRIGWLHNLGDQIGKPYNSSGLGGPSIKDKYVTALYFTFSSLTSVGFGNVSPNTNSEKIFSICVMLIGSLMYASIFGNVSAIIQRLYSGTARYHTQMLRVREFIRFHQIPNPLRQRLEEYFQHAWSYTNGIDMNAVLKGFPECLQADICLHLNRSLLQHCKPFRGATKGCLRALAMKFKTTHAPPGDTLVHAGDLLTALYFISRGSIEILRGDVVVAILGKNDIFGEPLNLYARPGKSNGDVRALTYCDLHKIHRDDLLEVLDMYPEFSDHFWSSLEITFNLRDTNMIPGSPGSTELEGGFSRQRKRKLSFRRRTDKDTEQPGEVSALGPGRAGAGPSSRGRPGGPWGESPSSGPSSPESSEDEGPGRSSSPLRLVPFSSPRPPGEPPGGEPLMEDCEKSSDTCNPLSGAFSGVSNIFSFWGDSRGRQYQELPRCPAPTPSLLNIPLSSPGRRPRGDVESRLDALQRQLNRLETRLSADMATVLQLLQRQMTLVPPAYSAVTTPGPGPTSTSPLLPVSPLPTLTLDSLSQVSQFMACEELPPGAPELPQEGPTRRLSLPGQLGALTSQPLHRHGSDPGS
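U2OS cells transduced with wild-type KCNH2 virus are loaded with FluxOr dye for 45 min, and thallium flux is measured in kinetic reads before and after stimulation buffer. Rate constants are normalized to DMSO controls.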
* = called active by the depositor; ? = inconclusive; · = no result given; & = joins results of further samples; [ ] = remark or other dose. Unless noted, the call rests on the fitted dose curve; in most records, active means well fitted curve in the direction sought with a large enough effect; inconclusive means small, poorly fitted or top-dose-only effect, or another doubt; inactive means no such curve, though single readings can be large; an effect the other way counts as inactive or inconclusive. Compounds as they come; 1.6% or so of the library scored in one or more.

SMILES	Giardia killer	MLL CXXC-DNA inh	FBPA coupling cs	Tb PFK block	A-T KAP1 phos	BCR signal inh	TCR activator	TSHR antag	KCNH2 WT inh	GALK inh
CC1=C(C(=O)OC(C)C)C(c2cccnc2)n2ncnc2N1 (stereo not given)	5	-7%	-2	0%	4%	2%	-1%	5	6	1%
O=C(Nn1cnnc1)c1ccc([N+](=O)[O-])cc1	12	-11%	0	3%	1%	3%	2%	-10	10	0%
O=C(Nc1cccc(S(=O)(=O)N2CCCCC2)c1)C1=NN(c2ccccc2)C(=O)CC1	?	·	·	1%	-3%	1%	·	-16	-10	·
CCCCN1C(=O)C(=O)N(CC(=O)c2ccc3c(c2)OCO3)C1=O	14	·	·	-4%	4%	7%	3%	4	9	·
O=C(c1cccs1)N1CCCC(N2CCN(c3cccc(C(F)(F)F)c3)CC2)C1 (stereo not given)	20	5%	·	2%	6%	-1%	5%	-18	13	5%
CCn1c(SCC(=O)Nc2cc(C)on2)nnc1-c1ccncc1	-6	-16%	0	-4%	13%	-1%	-7%	-10	7	-1%
COC(=O)c1cc(C)sc1NC(=O)CSc1ncccn1	-1	5%	·	-6%	-1%	6%	8%	3	1	-1%
O=C(O)c1cc(N/N=C/c2ccc(OCc3ccccc3)cc2)ccc1Cl	12	5%	7	2%	6%	?	3%	-10	-2	0%
COc1cc(C(=O)NCC(=O)N2CCN(S(=O)(=O)c3ccccc3)CC2)cc(OC)c1OC	-17	·	·	-9%	-7%	-2%	1%	0	-4	·
COC(=O)/C(C#N)=C/c1c[nH]c2ccccc12	6	0%	0	4%	-2%	20%	6%	-11	-6	0%
Cc1ccc(NC(=O)CN2CCN(c3ccccn3)CC2)c(Cl)c1	-9	14%	-5	2%	-2%	-4%	-11%	0	-12	0%
CN(c1ccccc1)S(=O)(=O)c1nnc(NC(=O)c2ccco2)s1	-14	24%	·	-14%	-9%	12%	-4%	-16	2	-4%
S=C(NC1CCCCC1)N1CCCCC1	0	-6%	-1	-7%	4%	3%	4%	11	-2	5%
CC(C(=O)N(C)CC(=O)Nc1ccccc1C(F)(F)F)N1C(=O)c2ccccc2C1=O (stereo not given)	11	·	·	-3%	6%	-2%	·	-1	8	·
CCOc1ccc(NC(=O)CN(C)C(=O)CCc2ccccc2Cl)cc1OCC	24	33%[activator]	·	-15%	17%	-1%	7%	-8	15	-7%
CSc1ccc(S(=O)(=O)Nc2c(C)cccc2C)cc1	-4	14%	-11	-9%	-9%	?	-1%	22	-3	0%
Cc1c(O)c(=O)n(-c2ccccc2)n1C	-13	·	0	-3%	26%	7%	-7%	30	0	·
COc1ccc(-c2cc(-c3ccco3)[nH]c(=O)c2C#N)cc1OC	12	-12%	-17	-3%	5%	?	-2%	-10	-7	-2%
Cc1ccc(N=Cc2c(C)[nH]n(-c3nc4ccccc4[nH]3)c2=O)cc1	?	9%	-1	0%	-10%	?	-3%[46.1 µM]	4	5	4%
Cc1ccccc1-n1nnnc1SCCCC(=O)c1ccc(F)cc1	-5	3%	2	0%	8%	0%	-3%[46.1 µM]	-10	-6	1%
CCOC(=O)C1=C(CC)OC(N)=C(C#N)C1c1ccc(F)cc1F (stereo not given)	11	-2%	-1	-2%	0%	-16%	3%	-15	3	0%
O=C(NCc1ccco1)c1ccc2[nH]c(=O)c(=O)[nH]c2c1	35[activator]	9%	-6	-9%	5%	1%	3%	-10	5	0%
CC(C(=O)Nc1ccccn1)c1ccccc1 (stereo not given)	5	-6%	1	0%	-6%	1%	1%	-11	-7	-3%
CCc1ccc(OCC(=O)NNC(=O)c2cc3ccccc3o2)cc1	-4	?	7	-6%	-1%	-5%	-2%	21	-2	6%
CCOc1ccc(CCNS(=O)(=O)c2ccc(-c3ccc(=O)[nH]n3)o2)cc1OCC	1	2%	-2	-1%	3%	·	3%	-6	-1	-1%
COc1ccccc1OCCC(=O)NNC(=O)c1ccccc1F	5	·	·	10%	8%	-4%	-1%	22	2	·
CCN(CC(=O)Nc1ccc2c(c1)OCCO2)CC(=O)Nc1ccc2c(c1)OCO2	-12	-1%	0	-9%	5%	-9%	3%	20	4	-2%
C=CCNc1nc(NCc2ccccc2)nc(OCC)n1	5	5%	0	1%	2%	-1%	-4%	1	4	1%
COc1ccc(NC(C)=O)cc1NC(C)C(=O)Nc1cc(C(F)(F)F)ccc1N1CCOCC1 (stereo not given)	-26	8%	-1	0%	5%	0%	3%[46.1 µM]	-1	-4	2%
CN(C)S(=O)(=O)c1ccc(NC(=O)Cn2ccsc2=N)cc1	7	2%	1	0%	-2%	-6%	0%	17	13	14%
CCCN(CC(=O)Nc1ccccc1C)C(=O)Cc1c(C)nc2ccccc2c1C	12	·	·	0%	·	-7%	-1%	2	1	·
O=C(CCCn1c(=O)c2ccccc2n(CC(=O)NCc2ccco2)c1=O)NCc1ccco1	12	14%	1	-16%	3%	?	5%	2	-15	0%
O=C(C1=C[C@@H](C2CCCCC2)C[C@@H](OCc2ccc(CO)cc2)O1)N1CCN(Cc2ccccc2)CC1	6	3%	-9	-2%	0%	-15%	-4%	-7	-3	4%
Cc1cc(N2CCCC(C(=O)Nc3cccc4ccccc34)C2)n2ncnc2n1 (stereo not given)	-5	-6%	-4	-7%	2%	-11%	1%	-4	-4	-1%
Cc1ccc(C)c(OCCC(=O)Nc2ccccc2C(=O)NC2CC2)c1	-25	·	·	8%	8%	-3%	5%	-8	-6	·
COc1ccc(C2(C)NC(=O)N(CC(=O)c3cc(C)n(C4CC4)c3C)C2=O)cc1OC (stereo not given)	-12	·	·	-4%	1%	?	2%	0	-13	·
O=C(O)C1C2C=CC3(CN(C4CCCC4)C(=O)C13)O2 (stereo not given)	-6	-4%	0	-10%	16%	8%	-4%	22	-6	0%
CC(=O)C1=C(C)Nc2cc(C(F)(F)F)ccc2S1	2	5%	1	-15%	0%	4%	1%	7	-6	-2%
Cc1ccc(Cn2nc(C)c(NC(=O)c3cc(-c4ccc5c(c4)OCO5)on3)c2C)cc1	-12	0%	0	1%	-7%	-2%	2%	1	-4	-5%
COCCN(C(=O)COC(=O)/C=C/c1ccccc1Cl)c1c(N)n(Cc2ccccc2)c(=O)[nH]c1=O	8	·	·	1%	-1%	-5%	-4%	0	0	·
O=C(N/N=C/c1cccc([N+](=O)[O-])c1)C1CC(=O)N(c2ccc(Cl)cc2)C1 (stereo not given)	-4	0%	0	16%	-1%	-1%	2%	12	-3	-1%
CCN(CC)S(=O)(=O)c1ccc(/C=C/C(=O)OCC(=O)NNC(=O)c2ccc(OC)cc2)cc1	-8	·	·	2%	-2%	-18%	-2%	-9	6	·
CC(C)N(Cc1nc(COc2ccccc2)no1)Cc1nccn1C	7	23%	2	-5%	-6%	8%	10%	12	19	0%
CC(C)Oc1ccc(N2CC(C(=O)NC3=NCCS3)CC2=O)cc1 (stereo not given)	25	-9%	0	11%	-3%	-6%	0%	-4	-8	0%
NC(=O)C(=O)N/N=C1\CCc2ccccc21	-5	-8%	0	2%	3%	-1%	16%	1	10	9%
CC(Cc1cccs1)NC(=O)Nc1ccccc1 (stereo not given)	12	-6%	-1	-4%	11%	?	-4%	-5	11	0%
O=C1CC(C(=O)Nc2cccc(F)c2)n2c(nc3ccccc32)N1 (stereo not given)	-9	-10%	1	-3%	-4%	1%	2%	-7	-8	-1%
O=C(/C(=N\Nc1ccc([N+](=O)[O-])cc1)Sc1nnnn1-c1ccccc1)c1ccccc1	32[activator]	-7%	5	-4%	-5%	15%	5%[46.1 µM]	-43	-4	0%
COC(=O)c1ccccc1NC(=O)CSc1nnc(CNS(=O)(=O)c2ccc(C)cc2)n1C	34[activator]	-1%	-4	0%	2%	?	1%	33	8	-4%
Fc1ccc(-c2nnc3ccccn23)cc1	9	-2%	-1	0%	1%	-1%	8%	14	-2	10%

New compounds follow:
SMILES	Giardia killer	MLL CXXC-DNA inh	FBPA coupling cs	Tb PFK block	A-T KAP1 phos	BCR signal inh	TCR activator	TSHR antag	KCNH2 WT inh	GALK inh
Cc1ccc(S(=O)(=O)NCC(c2ccco2)N2CCOCC2)cc1 (stereo not given)	-4	-1%	-5	-5%	1%	-1%&4%	4%[46.1 µM]	2	3	3%
CCCCOc1ccc(NC(=O)C2OC3OC(C)(C)OC3C3OC(C)(C)OC23)cc1 (stereo not given)	1	?	-1	1%	-3%	-6%	-2%	1	2	0%
COc1ccc(Nc2nnc(SCc3cc([N+](=O)[O-])cc4c3OCOC4)s2)cc1	-9	13%	10	-8%	-7%	-16%	-4%	-1	2	-3%
O=C(NCc1ccccc1)C(c1ccco1)N(C(=O)c1cnccn1)c1ccc(F)cc1 (stereo not given)	9	-4%	2	0%	-4%	-5%	0%	136	-6	2%
Cc1ccc(C)c(NC(=O)C(=O)NCCCN2CCOCC2)c1	20	?	0	-19%	1%	0%	-2%	28	0	-1%
